# High-throughput results (PubChem)
# FBPA Giardia inh: inhibitors of Giardia lamblia fructose-1,6-bisphosphate aldolase. A8B2U2. purified Giardia FBPA. Potency, µM (series often up to 59.6 µM), for inactives: at the top dose activity, negative = inhibition, hits mostly inhibitors. actives 0.71% (n = 290,000). AID 2451; also: potency is read from the fitted curve at half-maximal effect; % is scaled to controls: 0 for no effect and ±100 for the full control effect; nearly all actives have a fitted effect of over 55% in size
# Target sequence (A8B2U2 whole entry, looked up): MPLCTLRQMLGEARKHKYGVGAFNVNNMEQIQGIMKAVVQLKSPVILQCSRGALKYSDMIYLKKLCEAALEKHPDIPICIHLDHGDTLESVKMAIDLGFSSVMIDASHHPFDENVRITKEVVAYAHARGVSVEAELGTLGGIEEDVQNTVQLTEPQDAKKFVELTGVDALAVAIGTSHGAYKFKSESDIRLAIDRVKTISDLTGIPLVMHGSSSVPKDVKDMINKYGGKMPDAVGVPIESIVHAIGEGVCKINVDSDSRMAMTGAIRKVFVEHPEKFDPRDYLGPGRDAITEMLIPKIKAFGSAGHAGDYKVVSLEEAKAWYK
#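 40 nM FBPA preincubated 10 min at RT with compound (up to 57.5 uM final), then substrate plus GAPDH/TPI/NAD/arsenate coupling and diaphorase/resazurin added. Fluorescence read after 20 min at RT, 525/598 nm.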
# Shiga toxin inh: inhibitors of Shiga toxin in Vero cells; actives 9.2% (n = 290,000); inhibition, % at 38.7 µM; Vero cells, Shiga toxin protein synthesis inhibition reporter; in the data active = inhibition mostly above about 28%, no sharp cut-off; inactive = mostly below about 43%; also: 0% is about no effect
# Pf growth 96h: P. falciparum growth inhibition at 96 hour, primary screen for plastid delayed-death inhibitors; P. falciparum luciferase reporter growth, 96 h; Potency, µM (titrated, usually from 28.7 µM), for the others: at the highest dose activity change, negative = inhibition, usual class: inhibitors; actives 6.9% (n = 320,000); also: potency is read from the fitted curve at half-maximal effect; % is scaled to controls: 0 for no effect and ±100 for the full control effect
#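 Parasite growth measured via integrated firefly luciferase reporter in P. falciparum. Infected erythrocytes at 2% hematocrit, 0.05% parasitemia final were treated 96 hours at 37 C under 5% CO2, and luminescence was read.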
# Pf growth 48h: P. falciparum growth inhibition at 48 hours (one generation). AID 504832. P. falciparum luciferase growth in erythrocytes, 48 h. Potency, µM (titrated, usually from 28.7 µM), without a hit: at the highest dose activity change, negative = inhibition, usual class: inhibitors. actives 5.9% (n = 310,000); also: potency is read from the fitted curve at half-maximal effect; % is scaled to controls: 0 for no effect and ±100 for the full control effect
#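 Compounds are pin-transferred into medium, infected erythrocytes (2% hematocrit, 0.1% parasitemia final) are added, and plates sit one parasite generation at 37 C in 5% CO2. Detection reagent is then added and luminescence measured.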
# Cycloheximide cs: counter-screen for Shiga toxin inhibitors: cycloheximide protein synthesis inhibition; cell reporter, cycloheximide protein synthesis inhibition counterscreen; max response, %; actives 12% (n = 300,000); AID 2314; in the data active = max response mostly above about 13%, no sharp cut-off; inactive = mostly below about 14%; also: read at 38.3 µM for the half of the compounds with a filed dose; 0% is about no effect
# Sm TGR block: blocks Schistosoma mansoni thioredoxin glutathione reductase. Potency, µM (doses to about 114 µM), for the others: at the highest dose activity change, negative = inhibition, most hits filed as inhibitors. Q962Y6. actives 3% (n = 360,000). purified TGR, DTNB reduction, TNB absorbance 405 nm; also: potency is read from the fitted curve at half-maximal effect; % is scaled to controls: 0 for no effect and ±100 for the full control effect; nearly all actives have a fitted effect of over 60% in size
#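 TGR 20 nM + NADPH 100 uM (dispensed conc.), cpd preinc 15 min RT; start with NADPH (500 uM addition) then DTNB (15 mM addition). Kinetic TNB absorbance, 405 nm filter. Four-parameter Hill fit across titration.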
# Active calls of the source: *; ? = inconclusive; · = not tested or not shown; + = active, no number; & = joins results of further samples; [ ] = remark or other dose. Unless noted, calls follow the shape of the dose curve; as a rule, active = well fitted curve in the direction sought with a large enough effect; inconclusive = small, poorly fitted or top-dose-only effect, or another doubt; inactive = no such curve, though single readings can be large; an effect the other way counts as inactive or inconclusive.
no.	structure	Pf growth 48h	Shiga toxin inh	Pf growth 96h	Sm TGR block	Cycloheximide cs	FBPA Giardia inh
1	O=S(=O)(Nc1nc2ccccc2nc1NCc1ccco1)c1ccc(F)cc1	5%	-8	12%	-12%	-1	7%
2	Cc1ccccc1Nc1cc(=O)oc2ccccc12	·	17	13µM*	-5%	7	-2%
3	CCn1cc(C(=O)OCC(=O)NCc2ccccc2Cl)c(=O)c2ccc(C)nc21	-15%	21	-18%	-16%	4	-1%
4	O=Cc1ccc(C(=O)OCC(=O)NCCC2=CCCCC2)cc1	?	·	15%	3%	·	·
5	CC12CCC(=O)N1C(C(=O)NCc1ccccc1Cl)CS2 (configuration not stated)	8%	·	35%[activator]	36%	·	·
6	CCOC(=O)Cc1nc(-c2ccccc2)n[nH]1	·	37	54%[activator]	-3%	24	-3%
7	CCOc1ccc(C2NC(=O)NC(C)=C2C(=O)OC)cc1C (configuration not stated)	-15%	15	·	0%	-3	6%
8	COc1ccc(C(=O)N2CCNC(=O)C2CC(=O)Nc2ccc(C)cc2)cc1 (configuration not stated)	17%[5.75 µM]	-5	7%	8%	-1	6%
9	CCOC(=O)c1nc2c(ccc3ccccc32)cc1C	39%[activator]	42*	44%[activator]	9%	17*	-2%
10	CS(=O)(=O)N1CCN(c2ccc(C(=O)NC3C4CC5CC(C4)CC3C5)cc2[N+](=O)[O-])CC1 (configuration not stated)	?	-15	9.3µM*	-26%	-4	·
11	Cc1cc(C)nc(SCC(=O)NN)n1	?	-5	-15%	-14%	-4	-1%
12	Cc1oc2c(cc(NS(=O)(=O)c3ccc(C(C)C)cc3)c3ccccc32)c1C(=O)O	17%	-14	?	?	-6	-24%
13	COCC(=O)Nc1cc(C)cn(Cc2ccccc2Cl)c1=O	0%	·	0.083µM*	42%[activator]	-2	-13%
14	Cc1ccccc1NC(=O)CCN1C(=O)c2ccccc2C1=O	1%	-13	?	-26%	-2	1%
15	O=[N+]([O-])c1ccc(NCc2ccccn2)nc1	15%	47*	39%[activator]	1%	16*	2%
16	COc1ccc(CNC(=O)CN(Cc2ccc(F)cc2)C(=O)c2csnn2)cc1	-12%	7	7%	·	-3	0%
17	Cc1c(N=C2NN=C(c3c[nH]c4ccccc34)CS2)c(=O)n(-c2ccccc2)n1C	4.1µM*	14	?	-13%	-2	-10%
18	CCN(CCCNC(=O)CN(C)S(=O)(=O)c1cccc2nsnc12)c1ccccc1	?	26	12µM*	0%	6	-2%
19	COC(=O)C1=CN(c2ccc(Cl)cc2)C=C(C(=O)OC)C1c1ccc([N+](=O)[O-])cc1	13µM*	-4	5.2µM*	-5%	1	-2%
20	O=C(COC(=O)/C=C/c1ccccc1)Nc1cc(C(F)(F)F)ccc1N1CCOCC1	18%	-3	21%	-13%	-2	3%
21	Cc1ccc(-c2ccccc2NC(=O)C2C3C=CC(C3)C2C(=O)O)o1 (configuration not stated)	?	16	-20%	35µM*	13	-21%
22	CCOC(=O)C1Cn2c(nc3c(c2=O)C(C)(C)Cc2ccccc2-3)S1 (configuration not stated)	·	-12	?	10%[11.4 µM]	3	0%
23	CC1CCCCC1NC(=O)CSc1nncn1N (configuration not stated)	15%	-22	0%	8%[57.1 µM]	-3	0%
24	Cc1cc(F)ccc1NCc1cc2c(cc1[N+](=O)[O-])OCO2	?	18	38%[activator]	3%	-1	1%

# A draw from above in order of SMILES length, largest number first:
no.	structure	Pf growth 48h	Shiga toxin inh	Pf growth 96h	Sm TGR block	Cycloheximide cs	FBPA Giardia inh
10	CS(=O)(=O)N1CCN(c2ccc(C(=O)NC3C4CC5CC(C4)CC3C5)cc2[N+](=O)[O-])CC1 (configuration not stated)	?	-15	9.3µM*	-26%	-4	·
17	Cc1c(N=C2NN=C(c3c[nH]c4ccccc34)CS2)c(=O)n(-c2ccccc2)n1C	4.1µM*	14	?	-13%	-2	-10%
20	O=C(COC(=O)/C=C/c1ccccc1)Nc1cc(C(F)(F)F)ccc1N1CCOCC1	18%	-3	21%	-13%	-2	3%
18	CCN(CCCNC(=O)CN(C)S(=O)(=O)c1cccc2nsnc12)c1ccccc1	?	26	12µM*	0%	6	-2%
16	COc1ccc(CNC(=O)CN(Cc2ccc(F)cc2)C(=O)c2csnn2)cc1	-12%	7	7%	·	-3	0%
22	CCOC(=O)C1Cn2c(nc3c(c2=O)C(C)(C)Cc2ccccc2-3)S1 (configuration not stated)	·	-12	?	10%[11.4 µM]	3	0%
4	O=Cc1ccc(C(=O)OCC(=O)NCCC2=CCCCC2)cc1	?	·	15%	3%	·	·
5	CC12CCC(=O)N1C(C(=O)NCc1ccccc1Cl)CS2 (configuration not stated)	8%	·	35%[activator]	36%	·	·
9	CCOC(=O)c1nc2c(ccc3ccccc32)cc1C	39%[activator]	42*	44%[activator]	9%	17*	-2%
6	CCOC(=O)Cc1nc(-c2ccccc2)n[nH]1	·	37	54%[activator]	-3%	24	-3%
2	Cc1ccccc1Nc1cc(=O)oc2ccccc12	·	17	13µM*	-5%	7	-2%
11	Cc1cc(C)nc(SCC(=O)NN)n1	?	-5	-15%	-14%	-4	-1%

# New compounds follow
no.	structure	Pf growth 48h	Shiga toxin inh	Pf growth 96h	Sm TGR block	Cycloheximide cs	FBPA Giardia inh
25	CCCC(=O)NNC(=O)Nc1ccccc1	6%	-10	47%[activator]	-13%	-3	3%
26	COc1ccc(C(C)NC(=O)C23CC4CC(CC(C4)C2)C3)cc1OC (configuration not stated)	16%	·	-1%	14%	-1	7%
27	O=C(NC(=S)Nc1ccccc1Cl)c1ccco1	2%	90*	-6%	13µM*	44*	-29%
28	O=C(CN1C2CCCC1CC(NC(=O)c1ccco1)C2)Nc1ccccc1C(F)(F)F (configuration not stated)	?	-6	-28%	-11%	-4	6%
29	COc1ccc(C(=O)NC(=S)Nc2ccc(CN3CCOCC3)cc2)cc1	-1%	47*	?	22µM*	18	-10%
30	CCOc1nc(N2CCOCC2)nc(N2CCOCC2)n1	15%	-14	69%[activator]	8%	-8	3%
31	COC(=O)c1c(C(=O)OC)c2cc(C(=O)c3ccccc3)ccn2c1Cl	?	7	?	0%	15	?
32	Cc1ccc(C(=O)Cn2c(C(=O)/C=C/c3ccccc3)nc3ccccc32)cc1	?	31	-37%	-1%	5	-2%
33	O=C1c2ccccc2C(=O)N1CCc1csc(-c2cccc(Cl)c2)n1	27%	4	39%[activator]	10%	7	-12%
34	c1ccc(-c2c3ccccc3nc3[nH]c4ccccc4c23)cc1	?	-15	?	-8%	-2	-3%&-27%
35	CCOC(=O)c1sc(=S)n(-c2ccccc2)c1C	-10%	-5	-1%	-5%	-3	5%
36	CCN(CC)c1ccc(NC(=O)Nc2ccc(C(C)=O)cc2)cc1	?	42	-4%	-1%	13	1%
37	CNCc1c(OCc2ccc(F)cc2)ccc2ccccc12	15µM*	-10	?	·	4	3%
38	O=C(CSc1nnnn1-c1cccc2ccccc12)Nc1ccc(C(=O)O)cc1	29%	4	243%[activator]	-17%	1	-9%
39	COc1c(C)cc(C(=O)C2CCCN(C(=O)c3cc(C)nc(C)n3)C2)cc1C (configuration not stated)	33%[activator]	-3	?	20%	-2	8%
40	c1ccc2c(c1)ccc1ncccc12	24%	8	36%	-6%	6	2%
41	Cc1ccc(NC(=S)N2CCCN(Cc3ccc(F)cc3)C2)c(C)c1	?	15	?	-3%	-7	-6%
42	Cc1cc2nc(-c3ccc(SCC(=O)NC(C)C)nc3)[nH]c2cc1C	?	+	-26%	7%	45*	-21%
43	CCOc1ccc(NC(=S)NC(=O)c2c(Cl)c(C)nn2C)c([N+](=O)[O-])c1	5%	3	17%	6%	1	?
44	COc1cc(C)c(C)cc1S(=O)(=O)N1CCN(Cc2ccc3c(c2)OCO3)CC1	-1%	-6	-78%	-21%	-3	1%
45	C[C@@H](/C=C/c1ccc2ccccc2c1)C1COC(=O)C[C@H]1O (some centres not stated)	·	-2	·	·	0	1%
46	O=C(O)c1ccc(COc2ccccc2Cl)cc1	-3%	145*	·	0%	29*	?
47	O=C(OCc1ccc(Br)cc1)c1cccc(S(=O)(=O)N2CCCC2)c1	?	·	10µM*	4%	·	·
48	CCn1ccnc1CNC(=O)c1cc(COc2ccc(F)cc2F)on1	?	23	-1%	-2%	5	-3%
49	COc1ccc(C(=O)N2N=C(c3ccc(NS(C)(=O)=O)cc3)CC2c2cccs2)cc1 (configuration not stated)	?	20	9%	-2%	6	10%
50	O=C(CCS(=O)(=O)Cc1cccc(Cl)c1)NCCc1ccccc1	18%	51	39%[activator]	-11%	-2	1%
51	COc1ccc(CC(=O)Nc2ncc([N+](=O)[O-])s2)cc1OC	-4%	-8	78%[activator]	-18%	0	4%
52	CCN(CC(=O)Nc1ccc(OC)cc1)CC(=O)Nc1sc2c(c1C(=O)OC)CCCC2	?	·	-70%	13%	·	·
53	CC(NC(=S)NC(=O)c1ccccc1Br)c1ccccc1 (configuration not stated)	?	11	?	-17%	0	0%
54	O=C(O)COc1c(-c2ccc(Cl)cc2)oc2ccccc2c1=O	25%	-7	-12%[5.75 µM]	-1%	-5	-1%
55	Cc1cc(=O)oc2cc(OCC(=O)N3CCOCC3)ccc12	-8%	10	?	7%	0	-16%
56	CC12C=CC(=O)C=C1CCC1C3CCC(O)(C(=O)CO)C3(C)CC3OC312 (configuration not stated)	0%	-10	4%	21%	-2	-4%
57	CCn1c(C(Cc2ccccc2)NC(=O)COC)nc2ccccc21 (configuration not stated)	-2%	-7	-6%	0%	-3	-1%
58	CCOC(=O)c1nc2sc3c(c2c(=O)[nH]1)CCC(C)C3 (configuration not stated)	?	-9	86%[activator]	-4%	5	3%
59	Cc1ccc(-c2nc3ccccc3[nH]2)cc1NC(=O)/C=C/c1ccco1	?	177*	?	20µM*	85*	8%[12.9 µM]
60	O=C(NC(=O)c1ccccc1)Nc1cccc(S(=O)(=O)N2CCCCC2)c1	30%[activator]	-3	?	8%	-1	7%

# Some values from above:
# `O=C(NC(=O)c1ccccc1)Nc1cccc(S(=O)(=O)N2CCCCC2)c1` @ Cycloheximide cs = -1
# `Cc1cc(=O)oc2cc(OCC(=O)N3CCOCC3)ccc12` @ Sm TGR block = 7%

# (cont.)
no.	structure	Pf growth 48h	Shiga toxin inh	Pf growth 96h	Sm TGR block	Cycloheximide cs	FBPA Giardia inh
61	O=C(Nc1nc2c(F)cccc2s1)c1ccc([N+](=O)[O-])o1	?	9	?	-12%	11*	-15%
62	Cc1cccc(N(CC(=O)NCc2ccc3c(c2)OCO3)C(=O)CCC(=O)Nc2ccccn2)c1C	5.9µM*	-8	·	-3%	-1	10%
63	COc1ccc(COC(=O)N/N=C(\C)CC(=O)Nc2ccc(Cl)cc2)cc1	27%	-4	69%[activator]	6%	12	1%
64	CC1CCN(C(=O)CSc2nnc(CN3CCOCC3)n2-c2ccccc2)CC1	1%	-12	·	47%[activator]	8	2%
65	CCOC(=O)Cc1c(C)nc2cc(C)nn2c1C	-1%	21	13µM*	-9%	-3	3%
66	COc1ccc2oc(C(=O)OCC(=O)N3CCCCC3)c(C)c2c1	57%[activator]	·	38%[activator]	2%	·	·
67	COc1cc2c(cc1NC(=O)CSc1ccccc1)oc1ccccc12	36%[activator]	19	35%[activator]	5%	29*	-3%
68	Cc1ccc2nc(-c3cccc(NS(C)(=O)=O)c3)cc(-c3ccccc3)c2c1	4%	-13	1%	-7%	2	-1%
69	CCCCC(=O)N/N=C/c1c(O)n(-c2ccccc2)c(=O)[nH]c1=O	14%	13	27%	-18%	4	8.9µM*
70	O=C(NCc1ccncc1)C1CCN(S(=O)(=O)c2ccc(Cl)c(C(F)(F)F)c2)CC1	?	·	-7%	3%	·	·
71	c1cncc(CN=C2Nc3ccccc3CS2)c1	36%[activator]	51	?	-12%	16	3%

# Random draw from the library, and some 24% of all compounds hit somewhere here.
